Screening data (PubChem)
SRC3 TRFRET art – TR-FRET artefact, counter-screen to PPARgamma/SRC-3 agonist assay; PPARgamma/SRC-3 format; stronger effect = higher value; TR-FRET ratio at 8 µM; hit rate 0.39% among 99,000; AID 1048; in the data active = TR-FRET ratio above about 2000; also: inactives centre near 1600; reference of the scale not given here
SRC1 TRFRET art – counter-screen for PPARgamma SRC-1 recruitment agonists: TR-FRET artefact; AID 1051; TR-FRET detection artefact counter-screen, emission ratio; stronger effect = higher value; hit rate 0.34% among 99,000; TR-FRET ratio at 8 µM; in the data active = TR-FRET ratio above about 2300; also: inactives centre near 1800; reference of the scale not given here
* = called active by the depositor; & = joins results of further samples.

1	CC[N+](C)(CC)CCOC(=O)C(O)(c1ccccc1)C1CCCCC1 (centres undefined)
  SRC3 TRFRET art: 1526	SRC1 TRFRET art: 1856

2	Oc1ccc(/C=C/c2cc(O)cc(O)c2)cc1
  SRC3 TRFRET art: 1798	SRC1 TRFRET art: 1886

3	C[C@]12CCC(=O)C=C1CC[C@@H]1[C@@H]2CC[C@@]2(C)[C@H]1CC[C@]2(O)C(=O)CO
  SRC3 TRFRET art: 1396	SRC1 TRFRET art: 1525

4	CC[n+]1c(C)sc2cc(OC)ccc21
  SRC3 TRFRET art: 1778	SRC1 TRFRET art: 1977

5	CCC(C)n1ncn(-c2ccc(N3CCN(c4ccc(OCC5COC(Cn6cncn6)(c6ccc(Cl)cc6Cl)O5)cc4)CC3)cc2)c1=O (centres undefined)
  SRC3 TRFRET art: 1500	SRC1 TRFRET art: 2035

6	c1ccc(CN(CC2=NCCN2)c2ccccc2)cc1
  SRC3 TRFRET art: 1641&1783	SRC1 TRFRET art: 1840&1701

7	COc1ccccc1N1CCN(CCCNc2cc(=O)n(C)c(=O)n2C)CC1
  SRC3 TRFRET art: 1491	SRC1 TRFRET art: 1599

8	CC(COc1ccccc1)NC(C)C(O)c1ccc(O)cc1 (centres undefined)
  SRC3 TRFRET art: 1681	SRC1 TRFRET art: 1570

9	Cc1nc2ccccn2c(=O)c1CCN1CCC(C(=O)c2ccc(F)cc2)CC1
  SRC3 TRFRET art: 1748	SRC1 TRFRET art: 1643

10	C1CCC(C(CC2CCCCN2)C2CCCCC2)CC1 (centres undefined)
  SRC3 TRFRET art: 1617	SRC1 TRFRET art: 1941

11	COc1ccc(/C=C/C(=O)Nc2ccccc2C(=O)O)cc1OC
  SRC3 TRFRET art: 1579&1514	SRC1 TRFRET art: 1611&1744

12	Cc1cc(-c2ccccc2)nnc1NCCN1CCOCC1
  SRC3 TRFRET art: 1633	SRC1 TRFRET art: 1838

13	CC1(C)Cc2c(sc(NC(=S)NC(=O)c3ccccc3)c2C(=O)O)CO1
  SRC3 TRFRET art: 1500	SRC1 TRFRET art: 2013

14	C/C=C(/C)C(=O)O[C@@H]1c2c(ccc3ccc(=O)oc23)OC(C)(C)[C@@H]1OC(=O)/C(C)=C\C
  SRC3 TRFRET art: 1637	SRC1 TRFRET art: 1823

15	CN(C)CCOC(C)(c1ccccc1)c1ccccn1 (centres undefined)
  SRC3 TRFRET art: 1557&1439	SRC1 TRFRET art: 1689&1903

16	OCCN1CCN(CCCN2c3ccccc3Sc3ccc(Cl)cc32)CC1
  SRC3 TRFRET art: 1608	SRC1 TRFRET art: 1762

Quoted at random: two records from the list
12	Cc1cc(-c2ccccc2)nnc1NCCN1CCOCC1
  SRC3 TRFRET art: 1633	SRC1 TRFRET art: 1838

16	OCCN1CCN(CCCN2c3ccccc3Sc3ccc(Cl)cc32)CC1
  SRC3 TRFRET art: 1608	SRC1 TRFRET art: 1762

Compound profiles (already shown).
Cc1nc2ccccn2c(=O)c1CCN1CCC(C(=O)c2ccc(F)cc2)CC1 as listed: SRC3 TRFRET art: 1748; SRC1 TRFRET art: 1643
c1ccc(CN(CC2=NCCN2)c2ccccc2)cc1 as listed: SRC3 TRFRET art: 1641&1783; SRC1 TRFRET art: 1840&1701

A portion of the library. The share of hits here may be higher or lower than overall.
